Assay outcomes (PubChem BioAssay)
ROC1-CUL1 inh: blocks human RBX1-Cullin-1 di-ubiquitin formation; P62877+Q13616; in vitro K48 di-Ub FRET, acceptor:donor ratio, 45 min; inhibition, % at 10 µM; 0.6% of 140,000 active; in the data active = inhibition above about 25%
Target sequence (P62877 whole entry, looked up): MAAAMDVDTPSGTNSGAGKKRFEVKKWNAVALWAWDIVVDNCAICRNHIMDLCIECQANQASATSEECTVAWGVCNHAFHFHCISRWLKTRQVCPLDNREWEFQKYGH
Target sequence (Q13616 whole entry, looked up): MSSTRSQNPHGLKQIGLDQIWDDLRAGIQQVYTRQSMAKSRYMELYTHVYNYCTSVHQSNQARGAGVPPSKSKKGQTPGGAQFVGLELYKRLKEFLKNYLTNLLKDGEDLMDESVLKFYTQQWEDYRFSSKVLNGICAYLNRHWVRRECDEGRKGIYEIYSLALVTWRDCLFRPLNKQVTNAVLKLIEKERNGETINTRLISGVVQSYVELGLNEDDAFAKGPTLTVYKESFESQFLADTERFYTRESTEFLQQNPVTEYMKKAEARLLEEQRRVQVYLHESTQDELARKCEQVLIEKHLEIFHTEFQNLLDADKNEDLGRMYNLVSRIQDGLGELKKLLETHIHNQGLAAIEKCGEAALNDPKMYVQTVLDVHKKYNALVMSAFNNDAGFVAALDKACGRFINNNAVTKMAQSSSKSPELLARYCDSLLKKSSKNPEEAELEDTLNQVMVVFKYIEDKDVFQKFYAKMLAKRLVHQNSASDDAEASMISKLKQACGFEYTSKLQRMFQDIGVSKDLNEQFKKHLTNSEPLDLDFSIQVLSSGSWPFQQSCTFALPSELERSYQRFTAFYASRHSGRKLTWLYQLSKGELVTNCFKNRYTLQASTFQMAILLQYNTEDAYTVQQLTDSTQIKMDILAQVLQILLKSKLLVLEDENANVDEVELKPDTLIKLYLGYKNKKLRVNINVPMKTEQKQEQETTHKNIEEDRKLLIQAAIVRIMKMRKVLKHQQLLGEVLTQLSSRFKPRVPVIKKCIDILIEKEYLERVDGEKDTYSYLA
Starred values were filed as active, the others as inactive.

ROC1-CUL1 inh | mol
-3 | COc1ccc(CCNC(=O)Cn2nnc(-c3ccc(S(C)(=O)=O)cc3)n2)cc1OC
7 | Cc1ccc(SCC(=O)Nc2ccc(O)c(-c3nc4cc(C)ccc4o3)c2)cc1
-3 | C/C(=C\C(=O)Nc1ccc(OCc2ccccc2)cc1)C(=O)O
4 | O=C(Cc1ccc2c(c1)OCO2)NCc1cccnc1N1CCCCCCC1
1 | COc1ccc(-n2nc(C(=O)NCCCOC(C)C)c3c4ccccc4n(C)c3c2=O)cc1
-6 | O=C(c1ccc(Cl)cc1)N1CCCn2c1nc1ccccc1c2=O
3 | O=C(COC(=O)c1ccccc1Cl)c1ccc2ccccc2c1
95* | CCCCC(=O)Nc1cccc2cccc(S(=O)(=O)O)c12
-15 | COc1cc(C(=O)N/N=C(/C)c2cccnc2)cc(OC)c1OC
-3 | CCCc1cc(=O)[nH]c(Nc2ccccc2O)n1
-9 | O=C(COc1ccc(Cl)cc1Cl)Nc1ccc(Cl)c(-c2nc3ccccc3s2)c1
9 | COc1cccc(CN2CCCC3(CCN(C(=O)CCSC)C3)C2=O)c1OC (stereo unspecified)
-6 | COc1cc(C2NC(=O)NC(O)(C(F)(F)F)C2C(C)=O)ccc1OCc1ccccc1Cl (stereo unspecified)
4 | COc1cccc(C2NC(=O)N=C(c3ccccc3)C2C(=O)c2ccccc2)c1 (stereo unspecified)
-2 | O=C(Cc1ccc(Cl)cc1)NC(=S)Nc1cc(C(F)(F)F)ccc1N1CCOCC1
-7 | COc1ccc(CCC2CCCN(C3CCN(C(C)=O)CC3)C2)cc1 (stereo unspecified)
7 | Cc1ccc(NC(=O)c2cccc(N3CCCS3(=O)=O)c2)cc1C
-6 | COc1ccccc1NC(=O)C1CC(C)OC1=O (stereo unspecified)
5 | CCCCOc1ccc(C(=O)Nc2sc3c(c2C(=O)OCC)CCCCC3)cc1
4 | CC(C)CNS(=O)(=O)c1ccc(OCC(=O)NCc2ccccn2)cc1
-5 | CC1CN(CC(O)COc2ccc3c(c2)OCO3)CC(C)O1 (stereo unspecified)
1 | COc1cc(CNC(=O)c2ccc3nc(Cc4ccccc4)oc3c2)cc(OC)c1OC
0 | Cc1ccc2nc(-c3ccc(N4C(=O)CC(N5CCN(c6ccc([N+](=O)[O-])cc6)CC5)C4=O)cc3)sc2c1 (stereo unspecified)
-11 | Cc1ccc(CCNC(=O)C2CCN(c3nnc(C)c4c(C)n(-c5ccccc5)nc34)CC2)cc1
-14 | CCOC(=O)COc1cc(Br)c(/C=C2\SC(=O)N(CC(=O)Nc3ccc(C)cc3)C2=O)cc1OC
-3 | Nc1sc2c(c1C(=O)NCc1cccnc1)CCCC2
2 | Cc1oc(-c2cccc(NC(=O)CCc3cccnc3)c2)nc1CNC(=O)c1ccc(Cl)cc1
2 | Cc1ccc(NC(=O)C(c2ccncc2)N(Cc2ccccc2)C(=O)CNC(=O)c2ccccc2)cc1 (stereo unspecified)
1 | COc1cc(NC(=O)Cn2c(=O)n(Cc3ccccc3OC)c(=O)c3cccnc32)cc(OC)c1
-9 | Cc1cc(S(=O)(=O)N2CCCC(CNC(=O)c3ccc4c(c3)OCO4)C2)c(C)s1 (stereo unspecified)
4 | CC1CN(C(=O)c2cc(COc3c(F)cccc3F)on2)CCN1C (stereo unspecified)
10 | CN1CCN(c2c(F)cc3c(=O)c(C(=O)O)cn(-c4ccc(OC5CC6CCC5(C)C6(C)C)c(F)c4)c3c2F)CC1 (stereo unspecified)
6 | CCN(C(=O)c1cn(CC(C)C)c(=O)c2cc(OC)c(OC)cc12)c1cc(OC)ccc1OC
-4 | Cc1ccc(Cn2cc(S(=O)(=O)c3cccc(Cl)c3)c(=O)c3cc(F)c(N4CCOCC4)cc32)cc1
-5 | CCc1ccccc1NC(=O)c1cnn2c(C(F)(F)F)cc(-c3cc(OC)c(OC)c(OC)c3)nc12
-3 | CC(=O)c1ccc(NC(=S)NC(NC(=O)c2ccc(F)cc2)C(Cl)(Cl)Cl)cc1 (stereo unspecified)
-10 | Cc1oc(-c2cccc(Cl)c2)nc1CSCC(=O)NCc1ccccc1Cl
-6 | COc1ccc(CC2=NC(=O)N(CC(=O)Nc3cccc(C)c3)C2=O)cc1O
-1 | Cc1ccc(NC(=O)CSC2=Nc3ccccc3C3=NC(Cc4ccccc4)C(=O)N23)cc1C (stereo unspecified)
4 | CN(CCc1ccccn1)[C@@H]1CCN(Cc2ccc(Cl)s2)C[C@H]1O
8 | Cc1cccc(N2CCN(c3ncnc4sc5c(c34)CCC5)CC2)c1
-1 | COc1ccccc1OC(=O)c1ccccc1C
-19 | CCOc1ccc(C2c3c(oc4ccc(C)cc4c3=O)C(=O)N2Cc2ccc3c(c2)OCO3)cc1OC (stereo unspecified)
8 | O=C1CC2c3ccccc3C1C1C(=O)N(Cc3cccnc3)C(=O)C21 (stereo unspecified)
-2 | CCc1cc2c(=O)c(-c3ccc4c(c3)OCCCO4)c(C)oc2cc1OC(=O)c1cccs1
-2 | Clc1cc(-c2ccccc2)c2nocc2c1
11 | N=C(CC(=O)c1c(O)c(F)c(F)c(F)c1F)C(=O)O
-2 | Cc1ccccc1C(CC(=O)N1CCCN(C)CC1)c1ccccc1 (stereo unspecified)
2 | COc1ccc(OC)c(CNC(=O)c2ccc3c(c2)c(C)c(C)n3Cc2ccc(Cl)cc2)c1
2 | O=C1CCCC/C1=N\Nc1ccc(OCc2ccccc2)cc1
-6 | Cn1nc2c(c1-c1nnc3sc(-c4ccccc4F)nn13)CCCC2
-3 | CCCN1CCC(NC(C)c2cnc(N3CCCCCCC3)nc2C)CC1 (stereo unspecified)
3 | COc1ccc(N(C)C(=O)c2cc(S(=O)(=O)N3CCc4ccccc43)cn2C)c(OC)c1
-1 | Cc1ccc(Oc2ccc(NC(=O)c3cccs3)cc2)cc1C
0 | O=c1c2ccccc2ncn1S(=O)(=O)c1ccccc1
-3 | O=C1CC(Sc2nnnn2-c2ccccc2)C(=O)N1c1ccc(Oc2ccccc2)cc1 (stereo unspecified)

Next structures follow:
ROC1-CUL1 inh | mol
-8 | COc1ccc(CC(=O)Nc2cc(Cl)ccc2C)cc1
8 | COc1ccc(OC)c(N(CC(=O)Nc2ccc(F)cc2)S(=O)(=O)c2ccccc2)c1
2 | CCCC(=O)Nc1ccc(C(=O)Nc2ccccc2C#N)cc1
6 | CCC(=Nc1ccc([N+](=O)[O-])cc1)C1C(=O)N(c2nc3ccccc3s2)N=C1C(F)(F)F (stereo unspecified)
-1 | O=c1c(-c2ccc3c(c2)OCCO3)coc2c(CN3CCCCC3)c(O)ccc12
4 | CCCOc1ccc(C(=O)NCC2(c3ccccc3)CCCC2)cc1OC
2 | CCCCOc1ccccc1NC(=O)c1ccc(Br)o1
4 | C=CCC(O)(CC=C)CNC(=O)C1CCC(=O)N(CC2CCCCC2)C1 (stereo unspecified)
7 | COc1ccc(-c2cccc(-c3ccn(Cc4noc(C)n4)n3)c2)nn1
-2 | Cc1nc2ccccc2n1Cc1ccccc1F
0 | C=CCNc1nc(C2(C)CC3(CC(COCCC(C)C)OC3=O)C(=O)O2)cs1 (stereo unspecified)
2 | CC(=O)c1cccc(NC(=O)COc2ccc(Cl)cc2)c1
-4 | COc1ccc(NS(=O)(=O)c2ccc(NC(=O)c3cc4ccccc4oc3=O)cc2)cc1
-7 | CCOc1ccccc1NC(=O)C1C(C)=Nc2ncnn2C1c1ccccn1 (stereo unspecified)
-4 | Cc1ccc(C(=O)COC(=O)c2c(C)c(-c3ccc(C)cc3)nc3ccc(Br)cc23)cc1
-1 | CCCCCNC(=O)c1cccnc1
3 | COc1ccccc1OCC(=O)Nc1cccc(C)c1C
-4 | COc1ccccc1Cn1c(CNS(=O)(=O)c2c(C)cc(C)cc2C)nc2cccnc21
0 | O=c1c2ccccc2nc(C(Cl)(Cl)Cl)n1Cc1ccc(F)cc1
-2 | COCCN1CCCC(CNc2nc3nonc3nc2N2CCCC2)C1 (stereo unspecified)
6 | COc1ccc2c(c1)CC(C(=O)Nc1c(C)cc(C)cc1C)CO2 (stereo unspecified)
6 | COCC(OCCN(C)C)(c1ccccc1)c1ccccc1
4 | CC(C)CCNC(=O)COc1ccccc1
-3 | CCCn1c(SCC(=O)N2CCOCC2)nnc1-c1ccncc1
7 | Cn1c(CNC(=O)c2ccccc2F)nnc1SCC(=O)Nc1cc(Cl)ccc1Cl
5 | C=C(C)CSc1nc2sc3c(c2c(=O)n1CC(=C)C)CCC3
7 | COc1ccc(-c2cnnc(NC3CCc4ccccc43)n2)cc1 (stereo unspecified)
-4 | O=C(c1ccc2c(=O)n(CCc3ccccc3)c(=O)[nH]c2c1)N1CCN(c2ccc(Cl)cc2)CC1
-3 | CC(c1ccccc1)N(CN1C(=O)c2ccccc2C1=O)CN1C(=O)c2ccccc2C1=O (stereo unspecified)
-7 | O=C(N1CCN(c2cc(Cl)ccc2Cl)CC1)C12CC3CC(CC(C3)C1)C2
2 | COc1ccc(CN2CCN(c3ncnc4sc5c(c34)CCCC5)CC2)cc1F
-3 | O=c1oc2ccc3ccccc3c2cc1-c1nnc(Nc2ccc(Cl)cc2Cl)s1

Some of the entries above, reformatted.
| smiles | ROC1-CUL1 inh |
| --- | --- |
| C=CCNc1nc(C2(C)CC3(CC(COCCC(C)C)OC3=O)C(=O)O2)cs1 (stereo unspecified) | 0 |
| CC(=O)c1cccc(NC(=O)COc2ccc(Cl)cc2)c1 | 2 |
| COc1ccc(NS(=O)(=O)c2ccc(NC(=O)c3cc4ccccc4oc3=O)cc2)cc1 | -4 |
| CCOc1ccccc1NC(=O)C1C(C)=Nc2ncnn2C1c1ccccn1 (stereo unspecified) | -7 |
| Cc1ccc(C(=O)COC(=O)c2c(C)c(-c3ccc(C)cc3)nc3ccc(Br)cc23)cc1 | -4 |
| CCCCCNC(=O)c1cccnc1 | -1 |
| COc1ccccc1OCC(=O)Nc1cccc(C)c1C | 3 |
| COc1ccccc1Cn1c(CNS(=O)(=O)c2c(C)cc(C)cc2C)nc2cccnc21 | -4 |
| O=c1c2ccccc2nc(C(Cl)(Cl)Cl)n1Cc1ccc(F)cc1 | 0 |
| COCCN1CCCC(CNc2nc3nonc3nc2N2CCCC2)C1 (stereo unspecified) | -2 |
| COc1ccc2c(c1)CC(C(=O)Nc1c(C)cc(C)cc1C)CO2 (stereo unspecified) | 6 |
| COCC(OCCN(C)C)(c1ccccc1)c1ccccc1 | 6 |
| CC(C)CCNC(=O)COc1ccccc1 | 4 |
| CCCn1c(SCC(=O)N2CCOCC2)nnc1-c1ccncc1 | -3 |
| Cn1c(CNC(=O)c2ccccc2F)nnc1SCC(=O)Nc1cc(Cl)ccc1Cl | 7 |
| C=C(C)CSc1nc2sc3c(c2c(=O)n1CC(=C)C)CCC3 | 5 |
| COc1ccc(-c2cnnc(NC3CCc4ccccc43)n2)cc1 (stereo unspecified) | 7 |
| O=C(c1ccc2c(=O)n(CCc3ccccc3)c(=O)[nH]c2c1)N1CCN(c2ccc(Cl)cc2)CC1 | -4 |
| CC(c1ccccc1)N(CN1C(=O)c2ccccc2C1=O)CN1C(=O)c2ccccc2C1=O (stereo unspecified) | -3 |
| O=C(N1CCN(c2cc(Cl)ccc2Cl)CC1)C12CC3CC(CC(C3)C1)C2 | -7 |
| COc1ccc(CN2CCN(c3ncnc4sc5c(c34)CCCC5)CC2)cc1F | 2 |
| O=c1oc2ccc3ccccc3c2cc1-c1nnc(Nc2ccc(Cl)cc2Cl)s1 | -3 |

Further compounds follow.
ROC1-CUL1 inh | mol
6 | Cc1ccc(S(=O)(=O)NCC(CCC(=O)O)C(F)(F)F)cc1 (stereo unspecified)
2 | CC(=O)Nc1ccc(S(=O)(=O)NCCc2csc3nc(-c4ccc(Cl)cc4)nn23)cc1
-9 | O=C(NNc1c2ccccc2nc2ccccc12)c1ccc(O)cc1O
7 | C=CCn1nnc(NC(=O)C(C)(C)C)n1
-8 | CCCCN(CC)CCCNC(=O)c1cn(CC)c2ccc(S(=O)(=O)N3CCc4ccccc4C3)cc2c1=O
4 | CC(C)(C)C(=O)O[C@@H]1[C@@H](OC(=O)C(C)(C)C)[C@H](O)[C@@H](CO)O[C@H]1Sc1ccccc1
-4 | CC1=CC2C(/C(=C\c3ccc(Cl)cc3)C1=O)C2(C)C (stereo unspecified)
-5 | CCOC(=O)c1c(C)n(-c2cccc(C)c2)c2ccc(OC)cc12
-12 | CCc1ccc(N=C2S/C(=C\c3cc(OC)c(O)c(OC)c3)C(=O)N2c2ccc(CC)cc2)cc1
-8 | COc1ccc(CNc2nc(-c3ccccc3)nn2C(=O)c2ccccc2OC)cc1
6 | Cc1oc2ncn(CC(C)C)c(=O)c2c1C(=O)N1CCN(c2ccccc2F)CC1
9 | Cc1ccc(NC(=O)CCNS(=O)(=O)c2cccc3nonc23)cc1Cl
-4 | O=C(C1CCCO1)N1CCN(C(=S)NCCc2ccccc2)CC1 (stereo unspecified)
0 | Cc1ccc(C(=O)Nc2ccc(N3C(=O)c4cccc([N+](=O)[O-])c4C3=O)cc2)cc1
-6 | Fc1ccccc1CSc1ncnc2sc3c(c12)CCCC3
4 | COc1cc(OC)cc(-c2nc3nc(C)c(CCC(=O)Nc4cc(C)cc(C)c4)c(C)n3n2)c1
3 | COC(=O)c1ccc(SCc2ccccc2)[n+](C)c1
3 | Cc1cnc(N2CCC(Cn3cc(CN4CCCCC4)nn3)CC2)nc1N
0 | Cc1cc(=O)n2[nH]c(-c3ccccc3Cl)cc2n1
4 | CC(C)C(=O)Nc1cc(C(=O)Nc2ccc(F)cc2)ccc1Cl
-4 | Cc1ccc2cccc(OC(=O)c3cccc([N+](=O)[O-])c3C)c2n1
-9 | COc1cc(NC(=O)CCc2nc3cccnc3n2Cc2cccs2)cc(OC)c1OC
13 | O=C(N/N=C1\CCCc2c1[nH]c1ccccc21)c1ccncc1
-7 | CN(C)Cc1c(O)ccc2occ(C(=O)c3cccs3)c12
-8 | CCOc1ccc2nc(N3CCCC3C(=O)NCc3ccc(CC)cn3)nc(C)c2c1 (stereo unspecified)
3 | COc1ccc(N2CCN(C(=O)CCCOc3ccccc3)CC2)cc1
0 | Cc1ccc2oc(C(=O)N(C)Cc3cccc4cccnc34)c(C)c2c1
11 | COc1ccc(NC(=O)CN2C(=O)COc3ccc(S(=O)(=O)N4CCOCC4)cc32)cc1Cl
-1 | COc1cccc(NC(=O)Cn2c(=O)n(CC(=O)NCCc3ccccc3)c(=O)c3sccc32)c1

Not all compounds are listed; count on the stated rates, not on these rows.
